hgDAF12 agonist: hgDAF-12 agonism, primary luciferase screen; activation, % at 6.8 µM; 370,000 compounds, 1.8% hits; HEK293 GAL4-hgDAF12 UAS-luciferase reporter, agonist luminescence; normalized to butyrate control;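 active = activation above a cutoff set at the mean of all screened compounds plus 3 SD, cut at about 10% in these data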;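 note: 0% = DMSO wells and 100% = sodium butyrate wells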
GC-A act: GC-A (human) enzyme activation | P16066 | HEK293 GC-A cells, cGMP TR-FRET, EC30 ANP; 0% at EC30 ANP, 100% saturating ANP | activation, % at 10 µM | 370,000 compounds, 0.14% hits | AID 1671463; in the data active = activation above about 40%
hcDAF-12 act: activators of H. contortus DAF-12 nuclear receptor; AID 652067; HEK293 hcDAF-12 lit1-tk-luc reporter, luminescence; 0% DMSO, 100% Δ7-dafachronic acid; 370,000 compounds, 1.4% hits; activation, % at 6.8 µM;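 active = activation above the mean of all tested compounds plus 3 SD, cut at about 5.5% in these data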;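 note: 100% = response to 3 µM Δ7-dafachronic acid high control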
FXN GAA850 act: activators of GAA850 frataxin (FXN) promoter. AID 540364. HEK293 lucGAA850 FXN promoter luciferase reporter, 24 h; percent of 10 µM SAHA response. activation, % at 6 µM. 360,000 compounds, 0.56% hits;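 active = activation above the average of all compounds screened plus 3 SD, cutoff fixed separately per campaign, cut at about 7.5% in these data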;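 note: 0% = DMSO wells and 100% = 10 µM SAHA wells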
DAX1 inh-1: inhibits human nuclear receptor DAX1; P51843; HEK293 Gal4-DAX1 luciferase reporter, luminescence; inhibition, % at 6.75 µM; 340,000 compounds, 0.99% hits; AID 504766;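 active = inhibition above the mean over all tested compounds plus 3 SD, cut at about 4.2% in these data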;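 note: 0% = DAX1-transfected cells with DMSO and 100% = empty-vector control cells with DMSO; inhibition shows as a rise in luminescence from relieved DAX1 repression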
Target sequence (P51843 207-470 limits assumed): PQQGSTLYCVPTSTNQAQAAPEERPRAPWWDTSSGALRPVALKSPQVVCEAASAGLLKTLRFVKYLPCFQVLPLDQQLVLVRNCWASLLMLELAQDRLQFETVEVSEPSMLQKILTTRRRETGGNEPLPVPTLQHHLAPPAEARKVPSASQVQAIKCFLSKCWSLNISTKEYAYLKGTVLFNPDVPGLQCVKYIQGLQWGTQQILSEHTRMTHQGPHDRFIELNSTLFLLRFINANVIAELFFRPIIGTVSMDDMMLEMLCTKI
ssDAF12 agonist: activates DAF-12 receptor from parasite S. stercoralis; HEK293 ssDAF-12/GRIP1 lit1-tk-luc reporter, luminescence; % of 3 µM dafachronic acid response; AID 652126; activation, % at 6.8 µM; 370,000 compounds, 1% hits;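 active = activation above the mean over all tested compounds plus 3 SD, cut at about 0.9% in these data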;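 note: 0% = DMSO-only wells and 100% = 3 µM delta7-dafachronic acid wells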
ADAM10 inh: inhibitors of human ADAM10. O14672. recombinant ADAM10, EDANS/DABCYL FRET peptide cleavage, 3 h. inhibition, % at 7 µM. 370,000 compounds, 0.62% hits. AID 720582;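 active = inhibition above a per-campaign cutoff equal to the mean of compounds falling between control-based bounds plus 3 SD, cut at about 20% in these data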;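 note: 0% = DMSO wells while the 100% control is not disclosed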
Target sequence (O14672 214-748 limits assumed): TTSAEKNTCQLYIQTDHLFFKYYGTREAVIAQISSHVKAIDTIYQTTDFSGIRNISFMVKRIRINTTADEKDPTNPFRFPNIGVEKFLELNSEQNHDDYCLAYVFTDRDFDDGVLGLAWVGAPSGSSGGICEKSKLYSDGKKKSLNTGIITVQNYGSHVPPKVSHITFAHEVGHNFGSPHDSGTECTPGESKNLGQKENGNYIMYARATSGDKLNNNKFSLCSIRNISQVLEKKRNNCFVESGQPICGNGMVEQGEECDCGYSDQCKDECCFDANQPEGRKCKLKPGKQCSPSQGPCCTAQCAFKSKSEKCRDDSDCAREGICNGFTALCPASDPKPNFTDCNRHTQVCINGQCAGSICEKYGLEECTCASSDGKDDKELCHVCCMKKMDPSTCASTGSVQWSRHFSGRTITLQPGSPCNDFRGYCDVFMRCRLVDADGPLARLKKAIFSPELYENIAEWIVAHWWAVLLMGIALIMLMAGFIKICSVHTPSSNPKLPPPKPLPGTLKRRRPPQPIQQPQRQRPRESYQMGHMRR
SMARCA2 activ: activators of SMARCA2 function; MG213 cells, MMTV-luciferase reporter, dexamethasone, overnight; activation, % at 9.1 µM; 370,000 compounds, 1% hits; AID 652017; in the data active = activation above about 7.8%;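 note: 0% = vehicle wells and 100% = reference activator wells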
ADAM17 inh: ADAM17 inhibition, QFRET primary screen; recombinant ADAM17, EDANS/DABCYL FRET peptide cleavage; inhibition, % at 6.95 µM; P78536; 370,000 compounds, 0.83% hits;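 active = inhibition above the mean of compounds lying between control limits plus 3 SD, set per campaign, cut at about 8.5% in these data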;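 note: 0% = DMSO-only wells as the low control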
DAX1 inh-2: blocks DAX1 repression of SF-1 activated StAR promoter | HEK293T StAR-luciferase reporter, SF-1/DAX-1 repression relief | inhibition, % at 6.8 µM | 370,000 compounds, 1.1% hits | AID 652010;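 active = inhibition above the mean over all tested compounds plus 3 SD, cut at about 3.6% in these data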;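 note: 0% = DAX-1 cells with DMSO and 100% = cells lacking DAX-1 with DMSO; higher inhibition means more luminescence from relief of DAX-1 repression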
PG9 binder: PG9 antibody binding by small molecule | TR-FRET gp120-PG9 antibody binding | inhibition, % at 6.7 µM | 360,000 compounds, 0.43% hits | AID 624416; in the data active = inhibition above about 8.5%
* = called active by the depositor; i = inactive; . = no result given. Outcome played no part in choosing rows. About 6.8% of those tested had a hit in this group.

Under each structure – hgDAF12 agonist | GC-A act | hcDAF-12 act | FXN GAA850 act | DAX1 inh-1 | ssDAF12 agonist | ADAM10 inh | SMARCA2 activ | ADAM17 inh | DAX1 inh-2 | PG9 binder
CCOc1cccc2cc(-c3csc(NC(=O)CCC(=O)NCCN4CCCCC4C)n3)c(=O)oc12 (configuration not stated)
  23* | 11 | 5.4 | 1.5 | 2.6 | 0.7 | -4 | 7.9* | -4 | 6.5* | -2.7
Cc1cccc(C)c1NC(=O)C(c1ccccc1)N1CCC(c2ccccc2)CC1 (configuration not stated)
  -3.1 | -1 | 0.1 | . | . | -0.8 | -8 | -4 | 0 | 0.7 | -0.7
O=C(CCN1CCN(c2ccccn2)CC1)Nc1ccc(F)cc1
  2.0 | 3 | 0.1 | -1.4 | -0.9 | -1.4 | -4 | 0 | -2 | 0.0 | -2.1
CCOC(=O)C(C)Sc1ccc2nnc(CCNS(=O)(=O)c3ccc(C)cc3)n2n1 (configuration not stated)
  0.4 | 0 | -0.4 | -1.1 | 1.7 | -1.2 | 0 | -3 | -2 | 0.5 | -0.8
Cc1ccc(OCc2ccc(C(=O)Nc3c(C)nn(Cc4c(F)c(F)c(F)c(F)c4F)c3C)o2)c([N+](=O)[O-])c1
  -5.4 | 1 | -3.2 | -0.2 | -2.8 | -2.0 | 16 | -6 | 6 | -2.3 | -0.4
CCOC(=O)Nc1ccc2c(c1)N(C(=O)CCN(C)C)c1ccccc1S2
  -2.0 | -2 | -0.6 | 0.6 | -0.6 | -1.9 | 0 | -1 | 5 | -0.7 | 1.3
O=C(Cc1ccccc1)NCC(=O)N1CCN(c2ccc(F)cc2)CC1
  4.0 | 0 | 0.2 | -0.8 | 0.5 | -1.3 | -2 | 2 | -2 | -0.6 | 0.0
Cc1nn(C)c(C)c1C(C)NC(=O)c1cc(COc2ccc(F)c(F)c2)on1 (configuration not stated)
  4.3 | 3 | -0.2 | 3.7 | 0.6 | -0.5 | 1 | 6 | 0 | -0.3 | -1.5
O=C(COc1ccccc1)NC(=S)Nc1cccc2cc(O)ccc12
  2.2 | 3 | -0.2 | 1.4 | -0.6 | -0.6 | -2 | -3 | 1 | 0.4 | 0.7
O=C(COc1cc2oc(=O)c3c(c2cc1Cl)CCC3)NCCN1CCOCC1
  0.0 | 0 | 2.1 | 0.5 | 1.1 | -0.9 | -29 | -2 | -2 | -1.4 | -0.1
Cc1cc(OCC(=O)Nc2nnc(C3CC3)s2)ccc1Cl
  7.2 | 5 | -0.5 | 1.4 | 1.9 | -1.2 | 0 | 0 | -1 | 0.7 | 0.4
Clc1nnc(Cl)c2c1ncn2Cc1ccccc1
  -2.5 | 0 | -1.7 | 0.6 | 0.5 | -0.3 | 5 | -4 | 2 | 0.1 | 1.1
C/C(=N/Oc1nc(C)cc(C)n1)c1ccc(Cl)cc1Cl
  0.6 | -2 | -3.1 | 1.2 | -1.4 | -1.7 | -2 | 0 | -1 | -0.6 | -0.7
CC1(C)CC(N2CCN(Cc3ccccc3)CC2)=CC(=[N+]2CCCCC2)C1
  -6.2 | -4 | -3.4 | 0.7 | -4.0 | -3.0 | 8 | -8 | 0 | -1.6 | 1.0
NC(=O)C1=C[C@H](c2coc3ccccc3c2=O)C[C@H](OCc2ccc(CO)cc2)O1
  1.1 | 0 | -1.4 | -0.5 | -0.2 | -1.2 | 1 | -1 | -2 | 0.2 | -0.3
Cc1ccc(C(=O)N2[C@@H]3CN(C)C(=O)[C@@]2(C)[C@H]2C(=O)N(Cc4ccccc4)C(=O)[C@@H]32)cc1
  -1.8 | 1 | -1.5 | 0.5 | 1.2 | -1.3 | -2 | 1 | -6 | -0.3 | 0.1
Cc1ccc(NC(=O)c2cnccn2)cc1S(=O)(=O)N(C)C
  -2.1 | 3 | -0.2 | 5.0 | 0.5 | -1.1 | 5 | 3 | -1 | 0.1 | -2.5
CCOc1ccc(NS(=O)(=O)c2coc(C(N)=O)c2)cc1
  3.0 | -2 | 0.0 | -0.2 | 3.4 | -0.4 | -4 | 0 | -1 | 0.5 | -0.6
Cc1ccc(CNC(=O)COC(=O)c2ccc(S(=O)(=O)N(C)C)cc2)cc1
  -0.8 | 1 | -0.2 | 0.9 | -0.1 | 0.1 | 0 | -1 | -2 | -0.2 | -1.0
Cc1ccc(S(=O)(=O)NC(=O)c2cc(C)n(CCCn3ccnc3)c2C)cc1
  0.7 | 0 | -0.5 | -1.9 | -1.0 | -1.6 | -19 | -4 | -4 | 0.2 | 1.6
O=C(NCc1ccccc1)[C@H]1CCCN1C(=O)[C@H]1CCCN1C(=O)c1ccc(F)cc1
  1.7 | 2 | -1.0 | . | . | -1.0 | -14 | -2 | -6 | -0.1 | -0.5
Cc1ccc(OCC(=O)Nc2ccc(S(=O)(=O)N3CCN(C)CC3)cc2)cc1
  1.4 | 4 | 0.0 | -0.8 | 0.6 | -0.8 | 2 | -4 | -2 | -0.1 | 0.1
COc1ccc(NC(=O)NCCCN2CCN(c3cc(C)ccc3C)CC2)cc1
  -0.2 | -13 | -0.3 | 0.5 | 0.0 | -1.3 | -2 | -4 | 1 | -2.8 | -1.6
Cc1cc(C(=O)COc2ccc3ccc(=O)oc3c2)c(C)n1Cc1cccs1
  -0.2 | -1 | 0.5 | 4.0 | -0.5 | -1.0 | i | -2 | -267 | 0.1 | 2.4
CC(=O)O[C@H]1C(=O)[C@]2(C)[C@H]([C@H](OC(=O)c3ccccc3)[C@]3(O)C[C@H](OC(=O)[C@H](O)[C@@H](NC(=O)c4ccccc4)c4ccccc4)C(C)=C1C3(C)C)[C@]1(OC(C)=O)CO[C@@H]1C[C@@H]2O
  -4.1 | 1 | 2.8 | -9.3 | -2.6 | -0.9 | -4 | -2 | -2 | -3.8 | -0.4
Cc1ccc(NC(=O)c2ccccc2NS(=O)(=O)c2ccc(Cl)s2)cc1S(=O)(=O)N1CCOCC1
  -3.9 | 1 | -2.3 | -0.1 | -1.5 | -2.2 | 13 | -7 | 7 | -1.0 | -0.9
Cc1ccc(NC(=O)C2C3CCC(O3)C2C(=O)O)cc1C (configuration not stated)
  0.3 | 8 | -1.6 | 5.0 | 0.9 | -0.7 | 9 | 2 | -1 | 0.4 | -1.8
O=[N+]([O-])c1cc(/C=N\Nc2nc(-c3ccccc3)cs2)ccc1O
  2.5 | 11 | 1.8 | 2.0 | -0.6 | -0.2 | 7 | 0 | 2 | 0.4 | -4.2
CC#CC(=O)N1CCC(Oc2cccc(C(=O)NCc3ccccn3)c2)CC1
  -2.2 | 0 | 0.5 | 2.7 | 0.4 | -1.2 | -7 | 1 | -5 | 0.5 | 1.2
COC(=O)C1=C(C)N(Cc2ccccc2C(F)(F)F)C(=NCc2ccc(OC)cc2)NC1c1ccccc1C(F)(F)F (configuration not stated)
  -0.3 | 0 | -1.9 | . | . | -1.2 | 0 | -5 | 0 | -0.6 | -0.9
CCN(CC)C(=O)CN1C(=O)COCC1=O
  -2.1 | 0 | -1.6 | -0.2 | 1.7 | -1.2 | 7 | 4 | 0 | -0.1 | -1.2
CC(OC(=O)c1ncc(Cl)c(Cl)c1Cl)C(=O)NC1CCCCC1C (configuration not stated)
  2.5 | -2 | 1.1 | -0.1 | 0.5 | -1.3 | -5 | -2 | 1 | 0.7 | -1.5
O=C(CN(C(=O)CSc1nnc(COc2ccccc2)o1)c1ccc(F)cc1)NC1CCCCC1
  -1.2 | -2 | -1.2 | -1.0 | 0.0 | -1.1 | -1 | 2 | -3 | -0.4 | -1.4
CCN(CC)S(=O)(=O)c1ccc(NC(=O)CSc2ncnc3ccccc23)cc1
  -1.2 | -4 | -1.9 | -0.4 | -0.2 | -0.9 | 0 | -3 | 0 | -0.7 | -0.2
C[C@H](NC(=O)c1nc[nH]c1C(=O)N[C@@H](Cc1ccccc1)C(=O)OC(C)(C)C)C(=O)OC(C)(C)C
  -0.3 | 2 | -1.2 | -0.5 | -0.3 | -1.4 | 22* | -1 | 10.0* | -0.4 | 0.5
COc1ccc(C2=NOC(C(=O)NCc3cccnc3)C2)cc1OC (configuration not stated)
  -1.5 | 1 | 0.3 | 3.5 | 1.1 | -1.3 | 3 | -1 | 0 | -0.1 | 1.6
O=C(N[C@H]1CCCc2c1cnn2-c1ccc(F)cc1F)c1ccccn1
  -1.3 | 1 | 2.4 | . | . | -1.6 | -5 | . | -3 | . | .
COc1ccc(C(C(=O)NCC2CCCO2)N(C(=O)CNC(=O)c2cccs2)c2ccccc2)cc1OC (configuration not stated)
  -1.7 | -5 | -0.6 | -0.2 | 0.1 | -1.4 | -1 | -1 | -4 | -0.2 | 0.6
COCCOC(=O)c1c(C)oc2ccc(OC(=O)c3ccc4c(c3)OCO4)cc12
  -1.8 | 1 | 1.2 | 1.2 | -0.4 | -0.6 | -7 | -1 | -1 | 0.1 | 0.8
CCN(CC(=O)NCc1ccc(F)cc1)C(=O)c1ccc(C(=O)c2ccccc2)cc1
  -1.7 | 0 | -3.9 | -1.1 | -1.4 | -1.6 | -1 | -3 | 1 | -0.7 | 0.7
CCOC(=O)c1c(NC(=O)CSc2nnc(-c3ccccc3)n2CC)sc(C(C)=O)c1C
  -3.0 | -15 | -2.2 | 0.7 | -0.2 | -1.4 | 23* | -4 | 4 | -1.1 | -1.8
Cc1cccc(-n2c(SCC(=O)Nc3nnc(C)s3)nnc2-c2ccoc2C)c1
  -1.5 | 0 | -1.2 | 2.2 | -0.9 | -1.3 | 11 | -2 | 4 | 0.8 | -1.9
O=C1CCCN1c1ccc(S(=O)(=O)Nc2cccnc2)cc1
  1.4 | -2 | -1.0 | 0.1 | 2.9 | -1.3 | -9 | -2 | -5 | 0.0 | -0.9
Cc1c(Cl)cccc1NC(=S)NC1CCCC1
  -2.9 | 3 | -1.1 | 1.2 | -0.5 | -0.8 | -1 | -2 | 4 | -0.2 | -1.0
CCCCC[C@H](O)/C=C/C1C(=O)C=C[C@H]1C/C=C\CCCC(=O)OC (some centres not stated)
  -1.6 | -21 | -1.3 | 8.2* | -0.6 | -1.7 | 8 | 1 | 4 | -0.8 | 0.9
NS(=O)(=O)c1ccc(NC(=O)c2ccc(S(=O)(=O)N3CCCCCC3)cc2)cc1
  -3.4 | 0 | -2.5 | 0.5 | 0.9 | -1.8 | 5 | 0 | 2 | 0.1 | -1.8
COc1ccc(C(=O)NCc2nnc(SCC(=O)N3CCc4ccccc43)n2Cc2ccccc2)cc1
  4.6 | -8 | -0.6 | 2.7 | -1.3 | -1.5 | -4 | -3 | -5 | -0.4 | -0.1
CN1CCCC1CCNc1ccc2c(=O)c3ccccc3oc2c1 (configuration not stated)
  14* | 10 | 2.2 | 5.5 | 2.9 | -0.1 | i | 11* | i | 1.8 | 3.3

Source: PubChem BioAssay
